Screens: PubChem BioAssay, The Scripps Research Institute Molecular Screening Center
PLC-gamma1 inh: blocks human PLC-gamma1 enzyme activity; AID 720700; actives 0.84% (n = 370,000); inhibition, % at 12.2 µM; purified PLC-gamma1, fluorogenic substrate, fluorescence; in the data active = inhibition above about 9.5%
ASAP1 GAP inh: ASAP1 ArfGAP inhibition | ASAP1-stimulated ARF1 GTP hydrolysis, GDP FP detection | Q9ULH1 | actives 0.19% (n = 360,000) | inhibition, % at 16.5 µM; in the data active = inhibition above about 25%;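 note: 0% = vehicle with enzyme and substrate and 100% = no enzyme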
TDP2 inh: blocks human TDP2 phosphodiesterase activity. O95551. recombinant TDP2, T5PNP hydrolysis, p-nitrophenol absorbance 415 nm. inhibition, % at 12.8 µM. actives 0.34% (n = 370,000). AID 720702;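 active = inhibition above the mean of all tested compounds plus 3 SD, set per campaign, cut at about 25% in these data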;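 note: 0% = DMSO with enzyme and 100% = buffer with substrate but no TDP2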
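Incubation: 2 h at 37 °C; Test system: recombinant human TDP2; Quantity: enzyme 120 nM; Read-out basis: percent inhibition; Medium: 50 mM Tris-HCl pH 7.5 with Mg2+, KCl, DTT, BSA; Repeats: single replicate; Compound: 12.8 µM single point, 1% DMSO; Signal: epi absorbance; Reagent: 5 mM T5PNP chromogenic substrate; Benchmarks: no-enzyme high, DMSO-plus-enzyme low.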
ARFGAP1 inhibitor: rat ARFGAP1 inhibition; actives 0.26% (n = 360,000); Arfgap1-stimulated ARF1 GTP hydrolysis, GDP FP detection; Q62848; inhibition, % at 16.5 µM;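 active = inhibition above a per-plate limit, mean inhibition of low control wells plus 3 SD, cut at about 25% in these data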;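 note: 0% = DMSO wells with enzyme and 100% = wells lacking Arfgap1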
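Material – truncated rat Arfgap1 GAP domain · Buffer or medium – HEPES-based buffer, pH 7.5 · Reagent – human ARF1(Δ1-17)-GTP substrate · Dosing – 16.5 µM single point, 1.26% DMSO · Schedule – GTP hydrolysis reaction 2 h at 25 °C · Technique – GDP detection by fluorescence polarization · Benchmarks – No-Arfgap1 wells (100%) versus DMSO full-reaction wells (0%) · Repeats – single replicate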
PLC-beta3 inh: blocks human PLC-beta3 enzyme activity | inhibition, % at 12.2 µM | Purified PLC-beta3, fluorogenic substrate, fluorescence | Q01970 | AID 720704 | actives 0.18% (n = 370,000); in the data active = inhibition above about 11%;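 note: 0% = median of compound wells on plate and 100% = full blocker control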
DDE Tn7 FP inh: disrupts Tn7 cyclic peptide binding to fibrin D-Dimer-E complex | P02675 | FP displacement of FITC-Tn7 peptide from fibrin DD(E); 0% = median of compound wells per plate | inhibition, % at 8.3 µM | actives 0.13% (n = 370,000);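 active = inhibition above the mean of compounds falling within the control limits plus 3 SD of them, cut at about 14% in these data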;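 note: 0% = plate median of compound wells and 100% = 10 µM Aha-Tn7 peptide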
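Assay system: Fibrin-DD(E) protein isolated from polymerized human fibrin clots; read-out basis: percent inhibition; medium: Tris/NaCl/CaCl2 buffer, pH 7.8; signal: FP measurement; incubation: 10 min plus 3 h, room temperature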
Tn6 DDE FP: disrupts Tn6 cyclic peptide binding to fibrin D-Dimer-E complex; P02675; Fibrin DD(E) TRITC-Tn6 fluorescence polarization displacement; inhibition, % at 8.3 µM; actives 0.21% (n = 370,000);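 active = inhibition above a per-campaign cutoff: mean of compounds within control limits plus 3 SD, cut at about 15% in these data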;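 note: 0% = median of all compound wells on the plate and 100% = blocking peptide control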
ADAM10 inh: inhibitors of human ADAM10; actives 0.62% (n = 370,000); inhibition, % at 7 µM; O14672; recombinant ADAM10, EDANS/DABCYL FRET peptide cleavage, 3 h; AID 720582;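 active = inhibition above a per-campaign cutoff equal to the mean of compounds falling between control-based bounds plus 3 SD, cut at about 20% in these data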;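 note: 0% = DMSO wells while the 100% control is not disclosed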
Target sequence (O14672 214-748 limits assumed): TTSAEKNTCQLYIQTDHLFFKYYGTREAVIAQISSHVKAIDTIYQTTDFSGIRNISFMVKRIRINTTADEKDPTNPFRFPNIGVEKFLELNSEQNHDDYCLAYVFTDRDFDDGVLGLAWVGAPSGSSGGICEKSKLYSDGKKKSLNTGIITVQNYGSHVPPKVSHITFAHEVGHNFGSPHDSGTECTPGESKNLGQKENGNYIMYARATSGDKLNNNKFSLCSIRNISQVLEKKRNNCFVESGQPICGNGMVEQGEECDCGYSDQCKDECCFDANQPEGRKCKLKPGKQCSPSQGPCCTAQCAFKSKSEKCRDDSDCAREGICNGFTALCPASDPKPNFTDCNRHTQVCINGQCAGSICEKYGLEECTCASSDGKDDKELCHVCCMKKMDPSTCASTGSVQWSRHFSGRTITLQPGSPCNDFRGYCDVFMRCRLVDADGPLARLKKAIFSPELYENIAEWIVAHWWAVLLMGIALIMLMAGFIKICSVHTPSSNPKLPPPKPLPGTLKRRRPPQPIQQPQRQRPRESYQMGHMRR
SIAE primary: blocks human sialic acid acetylesterase; SIAE FP-Rh probe binding, fluorescence polarization; inhibition, % at 9.66 µM; actives 0.69% (n = 370,000); AID 1053197;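 active = inhibition above a cutoff: mean of compounds within the control limits plus 3 SD of those, cut at about 17% in these data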;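 note: 0% = plate median of compound wells and 100% = probe without SIAE protein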
Target sequence (Q9HAT2 whole entry, looked up): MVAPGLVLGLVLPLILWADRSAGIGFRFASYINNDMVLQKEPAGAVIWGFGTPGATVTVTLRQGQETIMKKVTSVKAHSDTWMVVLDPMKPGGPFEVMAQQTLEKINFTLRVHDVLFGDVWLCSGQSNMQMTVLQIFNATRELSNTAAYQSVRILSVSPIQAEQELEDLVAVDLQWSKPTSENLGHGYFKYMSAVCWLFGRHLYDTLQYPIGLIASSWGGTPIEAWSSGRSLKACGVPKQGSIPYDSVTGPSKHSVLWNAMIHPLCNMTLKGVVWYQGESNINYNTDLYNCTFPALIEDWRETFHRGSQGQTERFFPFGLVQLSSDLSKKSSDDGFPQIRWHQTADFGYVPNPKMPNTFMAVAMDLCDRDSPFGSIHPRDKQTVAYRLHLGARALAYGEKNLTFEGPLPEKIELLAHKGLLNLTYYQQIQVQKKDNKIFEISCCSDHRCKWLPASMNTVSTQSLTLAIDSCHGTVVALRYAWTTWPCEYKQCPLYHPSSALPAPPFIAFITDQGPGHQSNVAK
ADAM17 inh: inhibits human ADAM17; AID 720648; inhibition, % at 6.95 µM; P78536; recombinant ADAM17, EDANS/DABCYL FRET peptide cleavage; actives 0.83% (n = 370,000);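 active = inhibition above the mean of compounds lying between control limits plus 3 SD, set per campaign, cut at about 8.5% in these data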;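 note: 0% = DMSO-only wells as the low control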
Starred values were filed as active, the others as inactive; nt = not tested or not shown.

no. | smiles | PLC-gamma1 inh | ADAM10 inh | ADAM17 inh | TDP2 inh | PLC-beta3 inh | Tn6 DDE FP | DDE Tn7 FP inh | ARFGAP1 inhibitor | SIAE primary | ASAP1 GAP inh
1 | O=C(c1ccco1)N1CCN(Cc2nc3ccccc3c(=O)n2-c2ccc(F)cc2)CC1 | 6 | 1 | 0 | -4 | 4 | -3 | -7 | 1 | 6 | 8
2 | CC(C)Cc1ccc(S(=O)(=O)N2CCN(C(=O)c3ccco3)CC2)cc1 | 3 | 5 | 2 | 3 | 1 | 0 | -8 | 4 | 2 | -2
3 | COc1ccc(NC(=O)C(NC(=O)c2ccc(=O)[nH]c2)c2ccc(OC)cc2)cc1 (stereo not drawn) | 3 | 1 | 2 | -9 | 1 | -6 | 1 | 0 | 3 | 5
4 | Cc1cc(C)n2nc(C(=O)N3CCOCC3)nc2n1 | 1 | -3 | -4 | -1 | 1 | -6 | 6 | 6 | -3 | -3
5 | CCN(CC(=O)Nc1ccc(NC(C)=O)cc1)C(=O)C1CCC1 | 1 | 1 | 0 | -1 | 1 | -7 | -12 | 1 | -10 | 6
6 | Cc1ccc(OCC(=O)Nc2nnc(S(=O)(=O)N3CCCCCC3)s2)cc1C | 2 | -10 | -5 | 8 | -4 | 4 | -8 | 3 | 7 | -10
7 | CCOC(=O)c1ccccc1NC(=O)COC(=O)C1=COCCO1 | 0 | 0 | -3 | -2 | 0 | 2 | -2 | 4 | 1 | -6
8 | Cc1cc(NC(=S)Nc2cccnc2)ccc1Br | 2 | -3 | -4 | 8 | -6 | 10 | -3 | -13 | -7 | 0
9 | C[C@@H]1CNC(=O)c2c(C(=O)Nc3cccc(Cl)c3)ncn21 | -2 | -2 | 0 | 3 | 3 | 9 | 3 | 0 | -11 | 6
10 | Cc1cccc(S(=O)(=O)NCCNS(=O)(=O)c2cccc(C)c2)c1 | 0 | 4 | -1 | 3 | -2 | 4 | -1 | -4 | -1 | 3
11 | N#Cc1c(N)[nH]c(C(=O)c2ccccc2)c1-c1ccc(Cl)cc1 | -21 | 15 | 6 | 7 | -33 | -4 | 8 | -1 | 6 | 14
12 | CCOc1ccc(-c2nc(S(=O)(=O)c3ccccc3)c(NCc3cccnc3)o2)cc1 | -6 | 5 | 6 | -2 | -10 | -8 | 4 | 3 | 4 | 5
13 | CC(C)(C)C1=C(C#N)C(c2cccnc2)C(C#N)=C(N)O1 (stereo not drawn) | -1 | 0 | -2 | 12 | -1 | -1 | 4 | 4 | 0 | -11
14 | COc1ccccc1C(=O)NC(=O)COC(=O)CNC(=O)c1ccccc1 | 0 | 0 | -1 | -13 | -2 | -4 | 1 | 6 | -8 | -8
15 | COc1nc2ccccc2c(=O)n1OCC(C)C | -1 | 3 | -8 | -12 | 0 | -1 | 10 | 6 | -4 | 6
16 | Cn1cnnc1SCC(=O)Nc1ccc(S(=O)(=O)N2CCOCC2)cc1 | 3 | -7 | -4 | 6 | -4 | 2 | 3 | -15 | -4 | -6
17 | COCCNc1nnc(Cc2ccc(OC)c(OC)c2)c(=O)[nH]1 | -1 | 3 | -6 | 1 | -4 | -15 | 7 | 8 | -3 | -15
18 | O=C(CNCc1ccc(F)cc1)Nc1ccc(S(=O)(=O)N2CCOCC2)cc1 | 4 | -2 | 0 | -14 | -20 | 1 | 1 | 6 | 0 | -11
19 | O=C(Nc1ccc(S(=O)(=O)Nc2ncccn2)cc1)c1ccc(Cl)c([N+](=O)[O-])c1 | 1 | -10 | -4 | 10 | -2 | 3 | 5 | 0 | -7 | 10
20 | Cc1cc(Br)c(NC(=O)CSc2n[nH]c(N)n2)c(Br)c1 | 3 | -4 | -2 | 1 | -4 | 3 | -5 | -2 | -3 | 15
21 | COCC1CCCN(C(=O)c2ccc3oc(C(C)C)nc3c2)C1 (stereo not drawn) | -64 | -6 | -3 | -2 | -2 | 5 | -2 | 1 | -7 | -3
22 | O=C(Cn1c(Cn2c(-c3cnccn3)nc3ccccc32)nc2ccccc21)c1ccc(OC(F)(F)F)cc1 | -5 | -17 | -6 | -4 | -7 | 3 | 3 | 4 | -11 | 10
23 | O=C1N[C@@H](Cc2ccccc2)C(=O)N2[C@@H]3N(S(=O)(=O)c4ccc(F)cc4)c4ccccc4[C@]3(Br)C[C@@H]12 | 9 | 18 | 2 | -13 | -5 | -7 | -6 | 3 | -11 | -2
24 | O=C(CSc1nnc(COc2ccc(Cl)cc2)n1Cc1ccco1)Nc1cccc2ccccc12 | -1 | 16 | 9.3* | -16 | 2 | 11 | 5 | nt | -16 | nt
25 | O=C(/C=C/c1ccccc1)N1CCN(c2cccc(Cl)n2)CC1 | 1 | 0 | -3 | 3 | -3 | -6 | -4 | 18 | 2 | -4
26 | C/C1=C\CCC2C(/C=C(\C)CC1)OC(=O)C2CN1CCCCC1 (stereo not drawn) | 2 | 0 | -3 | 13 | -5 | 1 | 6 | -10 | 2 | -9
27 | CCNC(=S)N1CCN(C(=O)c2ccco2)CC1 | 4 | 1 | -4 | 2 | 5 | -8 | -2 | 8 | -4 | 9
28 | CCc1nc(SCc2cccnc2)c(C#N)cc1C | 2 | 10 | 0 | -16 | 1 | 2 | 4 | -7 | 0 | -3
29 | CSc1ccccc1NC(=O)CN(C)CC(=O)Nc1ccc(S(=O)(=O)N2CCCC2)cc1 | 2 | -10 | 3 | -2 | -1 | -1 | -3 | 7 | -8 | 11
30 | CC(=O)c1cccc(NC(=O)CC2S/C(=N/N=C/c3ccccc3)NC2=O)c1 (stereo not drawn) | -1 | 2 | 0 | 13 | 3 | 2 | 6 | 3 | -75 | 4
31 | CC(C)(C)NC(=O)NC(=O)COC(=O)c1cccc(S(=O)(=O)N2CCCCC2)c1 | 2 | -6 | -4 | 7 | 0 | 3 | 2 | 9 | 3 | -4
32 | CC1=NN(c2nc(-c3ccc(C)cc3)cs2)C(=O)C1N=Nc1ccccc1O (stereo not drawn) | 1 | 6 | 0 | -4 | -1 | -2 | -9 | 13 | -28 | -1
33 | Cn1c(=O)c2c(nc(NN=C3CCCC3)n2C)n(C)c1=O | -1 | -1 | -5 | 6 | -5 | -2 | 0 | -8 | 7 | 13
34 | O=C(CSc1n[nH]c(=O)[nH]c1=O)N/N=C/C=C\c1ccccc1 | 2 | 1 | -1 | -8 | 3 | -1 | -4 | -5 | -6 | -9
35 | COc1cccc(C(NC(C)=O)c2nc(-c3cccc4cccnc34)cs2)c1 (stereo not drawn) | -8 | -34 | -12 | 10 | -10 | 1 | -4 | -1 | 1 | 4
36 | COc1cccc(/C(O)=C2\C(=O)C(=O)N(c3ccccn3)C2c2cccc(OC)c2OC)c1 (stereo not drawn) | 1 | 2 | -3 | 1 | 1 | -9 | -1 | 5 | 2 | 0
37 | O=C1CCC(C(=O)OCC(=O)Nc2ccc(Cl)cc2C(F)(F)F)=NN1 | 2 | -9 | -10 | 7 | -7 | 2 | -2 | -2 | -2 | -1
38 | CCN(CC)C(=O)C(=O)N/N=C/c1ccc(Br)cc1 | 1 | -4 | -3 | -5 | 2 | -11 | -5 | 1 | -1 | 14
39 | O=C(Nc1ccon1)c1nc[nH]c1C(=O)N1CCN(c2ccccc2)CC1 | 3 | -2 | -6 | 3 | -2 | -8 | -7 | 0 | 4 | 0
40 | COc1ccc(O)c(-c2cc(-c3ccccc3Cl)[nH]n2)c1 | 2 | 14 | 3 | -15 | -2 | -2 | -2 | 30* | 5 | 17
41 | O=S(=O)(NC(=NCc1ccccc1)c1ccccc1)c1ccccc1 | -1 | 7 | -1 | -4 | -46 | 6 | -3 | 7 | 1 | 3
42 | Cn1c(SCC(=O)NC(C)(C)C)nnc1-c1cccc(NC(=O)c2ccccc2F)c1 | 5 | 3 | 1 | -10 | 2 | 2 | -7 | -4 | 6 | 6
43 | CCCC[C@@H]1CNC(=S)N1CC1CCCCC1 | 0 | 6 | -1 | -2 | -1 | 0 | 4 | 1 | 4 | 3
44 | O=C(/C=C/c1ccccc1)OCC(=O)c1ccc[nH]1 | -2 | 0 | -1 | -7 | -7 | 10 | 5 | -14 | 9 | 2
45 | O=C(CSc1nc(-c2ccco2)cc(C(F)(F)F)n1)NCCN1CCOCC1 | -1 | -26 | -14 | -16 | -1 | 1 | -3 | 0 | -1 | -3
46 | NC(=O)c1ccc(-n2nnnc2Oc2ccccc2)cc1 | 0 | 2 | -4 | 5 | 0 | 8 | 3 | -14 | 0 | -1
47 | COC(=O)CSc1nnc(C)c(=O)[nH]1 | -1 | 3 | -2 | 3 | 3 | -8 | -1 | -2 | 1 | -1
48 | O=C(NC1CCN(Cc2ccccc2)CC1)c1ccc(Cl)cc1Cl | -2 | -3 | -1 | -5 | -2 | -3 | 0 | 4 | 3 | -6
49 | S=c1[nH]nc2nnc3ccccc3n12 | -13 | -11 | -1 | 7 | -20 | -2 | 4 | 1 | -6 | -19
50 | O=C(Nc1nc2n(n1)C(c1ccccc1)CC(c1ccc(Cl)cc1)N2)c1ccco1 (stereo not drawn) | 0 | -1 | 4 | -12 | -9 | -6 | -7 | 10 | 3 | 24

New compounds follow
no. | smiles | PLC-gamma1 inh | ADAM10 inh | ADAM17 inh | TDP2 inh | PLC-beta3 inh | Tn6 DDE FP | DDE Tn7 FP inh | ARFGAP1 inhibitor | SIAE primary | ASAP1 GAP inh
51 | COc1ccc(Br)cc1/C=N/NC(=O)C[n+]1ccccc1 | 5 | -5 | -6 | 2 | -4 | -9 | -1 | 9 | 2 | 1
52 | Cc1ccc(CNC(=O)CSc2nccn(-c3ccc(C)c(F)c3)c2=O)cc1 | -57 | -94 | -24 | 12 | -68 | -3 | 0 | 9 | 1 | -5
53 | CCOc1ccc(NC(=O)CN(C)C(=O)c2ccccc2CCc2ccccc2)cc1OCC | 9 | -18 | 6 | -9 | -2 | -9 | -1 | 8 | -5 | -1
54 | COc1ccc(N(CC(=O)N2CCCCCC2)S(=O)(=O)c2ccccc2)cc1 | 1 | -1 | -1 | -3 | -7 | 1 | 4 | 8 | 3 | 5
55 | O=c1[nH]c2cc3ccccc3cc2nc1-c1nnnn1C1CCCC1 | -80 | 2 | 2 | -5 | -122 | 0 | -4 | 2 | 4 | 5
56 | CN1CCc2c(sc3c2C(=O)NC(c2ccc(-c4ccc(Cl)cc4)o2)N3)C1 (stereo not drawn) | -170 | -108 | -43 | 21 | -173 | -6 | -5 | 6 | 1 | 8

Not a hit list; about 3.6% have a hit in one of these screens.
